TTR transcr act – TTR transcription activation, primary screen; 92,000 compounds, 1.3% hits; SH-SY5Y TTR promoter Gaussia luciferase, luminescence; 100% = recombinant luciferase protein wells; activation, % at 16.7 µM;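 active = activation above the mean of all tested compounds plus 3 SD, cut at about 9.5% in these data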;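 note: cells exposed to compounds for one day before reading; 0% = median of all test compound wells on the plate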
Active calls of the source: *. The list is partial; count on the stated rates, not on these rows.

SMILES	TTR transcr act
CC1CCCC(NCC(O)COC(c2ccc(F)cc2)c2ccc(F)cc2)C1C (stereo not given)	-2.8
CCOC(=O)C1=C(C)NC(C)=C(C(=O)OCC)C1C(=O)OCC(=O)N1CCCCC1CC (stereo not given)	-0.2
COc1cccc(N2CCN(c3ccc4nnc(CCC(=O)Nc5ccc(F)cc5F)n4n3)CC2)c1	0.3
CC(=O)N1c2ccccc2C(=O)C1N1CCCCC1 (stereo not given)	-0.5
CC(C)c1ccc(N2C(=O)CC(NNC(=O)c3ccccc3Cl)C2=O)cc1 (stereo not given)	-0.6
CC(C)(C)NC(=O)C1(N2C(=O)c3ccccc3C2=O)CCCC1	0.8
Cn1cnc(S(=O)(=O)NCc2cccs2)c1	3.9
CC1(C)C(=O)Nc2ccccc2N1C(=O)COC(=O)Cc1ccccc1F	-0.2
Cc1cccc2sc(NC(=O)CN(C)S(=O)(=O)c3ccc(Br)s3)nc12	-4.0
CCOc1ccccc1C(=O)N(Cc1sccc1C)C1CCS(=O)(=O)C1 (stereo not given)	-1.0
C/C=C(\C)C(=O)OC(C)(C)[C@@H]1Cc2cc3ccc(=O)oc3cc2O1	2.3
Cc1noc(NS(=O)(=O)c2ccc(NC(=O)c3cc(-c4ccccc4Cl)nc4ccccc34)cc2)c1C	0.6
CN(C)c1ccc(-c2[nH][nH]c(=O)c2NC(=O)c2ccc3ccccc3n2)cc1	1.3
O=C1C/C(=C/NCc2ccccc2)C(=O)N1	0.6
NCCNc1ccc2nnnn2n1	19*

Quoted at random: 6 records from the list
SMILES	TTR transcr act
CC(=O)N1c2ccccc2C(=O)C1N1CCCCC1 (stereo not given)	-0.5
CC(C)c1ccc(N2C(=O)CC(NNC(=O)c3ccccc3Cl)C2=O)cc1 (stereo not given)	-0.6
CC1CCCC(NCC(O)COC(c2ccc(F)cc2)c2ccc(F)cc2)C1C (stereo not given)	-2.8
COc1cccc(N2CCN(c3ccc4nnc(CCC(=O)Nc5ccc(F)cc5F)n4n3)CC2)c1	0.3
NCCNc1ccc2nnnn2n1	19*
CCOC(=O)C1=C(C)NC(C)=C(C(=O)OCC)C1C(=O)OCC(=O)N1CCCCC1CC (stereo not given)	-0.2

Continuation:
SMILES	TTR transcr act
CCc1cccc(NC(=O)CSCc2cc(=O)[nH][nH]2)c1	0.9
CCOc1ccc(NC(=S)Nc2ccc(OCC)cc2)cc1	-0.1
C/C(=N\NC(=O)NC1CCCCC1)C1CCCCC1	-0.9
Cc1cc(/C=C2\SC(=O)N(C)C2=O)c(C)n1-c1ccc(O)cc1	-1.3
CNC(=O)c1nn(-c2ccc(C)cc2)ccc1=O	-2.9
CCN(CCCNC(=O)CCc1nc(-c2ccc(OC)cc2)no1)c1cccc(C)c1	-3.8
O=C(CSc1ccc(Cl)cc1)Nc1cc(-c2nc3ncccc3o2)ccc1Cl	2.5
CCS(=O)(=O)c1ccc(C(=O)Nc2ccccc2OC)c(Cl)c1Cl	-2.0
c1cnc2ccc(-c3ccc4ncccc4c3)cc2c1	2.0
CCCNC(=O)c1onc(CS(=O)(=O)c2cc(C)cc(C)c2)c1C(=O)NCCC	3.8
COc1ccc(-c2c3c(cc4ncn(Cc5ccccc5)c24)COC3=O)cc1	2.6
CC[N+](CC)(CCO)CCCN1C(=O)C2CC=C(Cl)CC2C1=O (stereo not given)	3.9
CC(=O)c1c(C)[nH]c(C(=O)CSc2nc3ccc(C)cc3[nH]2)c1C	1.5
COc1ccc(/C=C(/C(=O)NCc2ccccc2)c2ccccc2)cc1	-0.8
CC1CN(S(=O)(=O)c2ccc(C(=O)Nc3ccc(S(=O)(=O)Nc4nccs4)cc3)cc2)CC(C)O1 (stereo not given)	-0.8
O=C(OCC(=O)C12CC3CC(CC(C3)C1)C2)c1cnccn1	0.1
O=C(O)C1Sc2[nH]c(=O)sc2C2c3cc(Cl)ccc3OC(=O)C12 (stereo not given)	2.1
O=C1CCC[C@H]2Cc3nc4cccc(Cl)c4cc3C[C@]23CCCN13	-0.5
O=C(O)C1CCCCC1C(=O)Nc1ccccc1Nc1ccccc1 (stereo not given)	1.5
COC(=O)CCC(NC(=O)OCc1ccccc1)C(=O)NC(CC(C)C)C(=O)OC (stereo not given)	-0.4
CCOP(=O)(OCC)c1nc(/C=C/c2ccccc2)oc1NCc1ccccc1	0.2
OC(CN1CCN(c2ccccc2)CC1)Cn1c2ccccc2c2ccccc21 (stereo not given)	-3.4
O=C(N/C(=C/c1cccnc1)C(=O)N1CCOCC1)c1ccccc1F	20*
Cc1cc2nc(-c3ccc(F)cc3)c(CC3CCCCC3)n2c(C)c1Br	1.7
O=C(Cc1cccc(NC(=O)C2CCN(C(=O)c3ccccc3)CC2)c1)Nc1cccc(C(=O)N2CCOCC2)c1	5.0
COc1cc(CN(C(=S)NCC(=O)NC2CCCC2)C2CCCC2)cc(OC)c1OC	0.6
O=C(Nc1ccnn1C1CCN(C2CCC2)CC1)c1cccc(F)c1	0.5
Cc1nn(CCC(=O)NNC(=S)Nc2ccc(Cl)cc2)c(C)c1[N+](=O)[O-]	-1.2
OC(COc1ccc(CNCCc2ccccc2F)cc1)CN1CCCCC1 (stereo not given)	1.9
COc1ccc(C(=O)Nc2ccccc2NC(=O)c2ccc(OC)cc2)cc1	-1.2
COc1cc(C(=O)NCc2nnc(SCC(=O)Nc3ccc4c(c3)OCO4)o2)cc(OC)c1OC	1.0
COc1ccc(CN2CCN(Cc3ccco3)CC2)c(OC)c1	-0.6
O=C(CN(C(=O)Cn1nnc(-c2ccc(F)cc2)n1)c1cccc(F)c1)NC1CCCC1	-1.4
COc1cc(CNCc2ccco2)cc(OC)c1O	0.8
Cc1ccc(C(=O)NN(C)c2nc3ccccc3nc2C(F)(F)F)cc1	-3.5
CN1/C(=C\C(=S)NC(=O)c2ccccc2Cl)C(C)(C)c2ccccc21	-3.6
Cc1ccccc1C(=O)NCC(=O)O	-1.1
COc1ccc(C(=O)NCC(=O)c2ccccc2)cc1	-1.1
CN(C)C(=O)c1ccc(NC(=O)CC2SC(N3CCCC3)=NC2=O)cc1 (stereo not given)	-0.7
Cc1ccc(C)c(N2CCN(C3CCCC(C)C3)CC2)c1 (stereo not given)	-1.1
COc1ccc(CCNC(=O)C(C)OC(=O)c2ccco2)cc1OC (stereo not given)	-1.7
Cc1ccc(S(=O)(=O)N2CCN(C(=O)COC(=O)CCc3ccccc3)CC2)c(C)c1	-2.0
CN(C)c1ccc(N=Cc2cccn2C)cc1	-0.4
NS(=O)(=O)c1ccc(CNS(=O)(=O)c2cc(Cl)ccc2Cl)cc1	3.7
COc1ccc(CCC(=O)Nc2nnc(C)s2)cc1	0.2

4 entries from above, ordered by SMILES length, low to high.
SMILES	TTR transcr act
Cc1ccccc1C(=O)NCC(=O)O	-1.1
COc1ccc(CCC(=O)Nc2nnc(C)s2)cc1	0.2
Cc1ccc(C)c(N2CCN(C3CCCC(C)C3)CC2)c1 (stereo not given)	-1.1
COc1ccc(CCNC(=O)C(C)OC(=O)c2ccco2)cc1OC (stereo not given)	-1.7

Next section:
SMILES	TTR transcr act
CNC(=S)NC1CC2CCCC(C1)N2Cc1ccc(C)cc1 (stereo not given)	-1.3
CN(Cc1ccnc2ccccc12)C(=O)C1CCC(=O)N(Cc2ccccc2F)C1 (stereo not given)	1.7
CC(=O)N(CC#CCN(C(C)=O)c1ccccc1)c1ccccc1	5.8
Cc1ccc(Cc2c(C(C)(C)C)nc3ccc(Br)cn23)cc1	1.3
Nc1nnc(/C=C/c2cccc([N+](=O)[O-])c2)s1	2.1
COc1ccc(/C=N/NC(=O)COc2ccc3ccccc3c2)c(C(=O)O)c1OC	2.5
CC1Cc2ccccc2N1C(=O)CN1C(=O)COc2ccccc21 (stereo not given)	6.2
Cc1ccccc1CN1C[C@H]2CON(C)[C@H]2C[C@H]1c1cccc(Br)c1	3.8
c1ccc(C2=Nn3c(Cn4nnc5ccccc54)nnc3SC2)cc1	-1.4
O=C(Nc1n[nH]c(C(F)(F)F)n1)c1cccs1	0.3
CN(C)C(CNC(=S)Nc1ccc(F)cc1)c1cccnc1 (stereo not given)	1.1
O=C(COc1ccc(Cl)cc1)N(Cc1ccco1)C1CCS(=O)(=O)C1 (stereo not given)	1.4
CN1CCCC1c1cccnc1 (stereo not given)	-1.4
COc1ccc2nccnc2c1[N+](=O)[O-]	-2.1
Cc1nc2cc(N)ccc2n1C1CCCCC1	5.5
CSc1nnnn1-c1ccc(C(=O)O)cc1	19*
CCN(C(=O)c1ccc(NC(C)=O)cc1)c1ccccc1	0.0
CCCCNc1c(-c2ccc(-c3cccc(Cl)c3)cc2)nc2ccc(Cl)cn12	-0.3
COc1cc(OC)cc(C(=O)N2CCCc3ccccc32)c1	0.8
COc1ccc(OCC(=O)Nc2ccc3nc(C)sc3c2)cc1	-1.2
Cn1c(=O)c2c(nc(Cc3ccccc3)n2C)n(C)c1=O	-1.6
Cc1ccc(Nc2cc(C)nc3ncnn23)c(C)c1	2.8
CCC(C)NC(=O)c1cnc2n(c1=O)CCS2 (stereo not given)	-1.2
Cc1cc(C(=O)Nc2ccc(S(=O)(=O)N3CCCC3)cc2)cs1	-2.8
O=C(O)CC(C(=O)Nc1ccc(F)cc1)C1CCCO1 (stereo not given)	0.4
CSc1ncc2[nH]c(C(O)c3ccccc3)nc2n1 (stereo not given)	-2.7
COc1ccc(/C=c2\s/c(=C/C(=O)c3ccc(C)cc3)[nH]c2=O)c(OC)c1	0.8
CCCCn1c(N)c(N(CC(C)C)C(=O)Cn2c(=O)oc3ccccc32)c(=O)[nH]c1=O	-0.7
CC1(C)C=C(c2ccc(C=O)s2)CC(C)(C)N1	2.6
Cc1nc2c(sc(=S)n2Cc2ccco2)c(=O)n1CC(=O)Nc1ccccc1	-0.5
COc1ccccc1-c1cccc(-c2nc(C(=O)N3CCCCC3)cc3c2[C@@H](CCO)N(S(=O)C(C)(C)C)C3)c1 (stereo not given in full)	-0.7
CC(=C/c1ccccc1)/C=N/n1c(-c2ccncc2)n[nH]c1=S	0.1
COC(=O)N/N=C/c1cc(N=Nc2ccccc2Cl)ccc1O	-1.4
Cc1c(Cl)cccc1NC(=O)NCc1ccc(F)cc1	2.7
CC1CC(C)CN(C(=O)Cn2nnc(-c3ccc(Br)cc3)n2)C1 (stereo not given)	0.2
O=S(=O)(Nc1cccc(-n2cnnn2)c1)c1ccccc1C(F)(F)F	3.3
CCOC(=O)C1CCN(C(=O)COc2ccc(C(=O)c3ccccc3)cc2)CC1	-1.6
O=C(Nc1ccc(F)cc1)OCc1cn(Cc2ccc(F)cc2F)nn1	0.3
CCOc1ccc(C(=O)NCC2CCN(CC3CCCCC3)CC2)cc1	-0.2
CCOC(=O)c1c(C)nn(-c2ccc(NC(=O)CSCC(=O)O)cc2)c1C	1.6
O=C(CN1CCC(NC(=O)Nc2ccccc2)CC1)Nc1ccc([N+](=O)[O-])cc1	-0.3
COc1ccc(C(=O)NCCSCc2ccc(Cl)cc2)cc1OC	-0.4
O=C(Nc1ccccc1)c1cccnc1Nc1ccccc1	2.3
COc1ccccc1C(=O)NC(=O)COC(=O)c1ccc(Cl)cc1[N+](=O)[O-]	4.6
CCOc1ccc(NS(=O)(=O)c2ccc3[nH]c(=O)oc3c2)cc1	1.7
Cc1cc(C(=O)COC(=O)c2cccc(NS(C)(=O)=O)c2)c(C)n1CC1CCCO1 (stereo not given)	0.7
COc1ccc(N2CCOCC2)c(NC(=O)c2ccco2)c1	-2.2
O=c1[nH]c2ccccc2cc1-c1nnn(-c2ccccc2)n1	3.7
COc1ccccc1C(=O)OCCCN=C1NS(=O)(=O)c2ccccc21	-1.1
Cc1c(C(=O)OCc2ccccc2)nnn1-c1nonc1N	-3.0
O=C(CSc1ccc(-c2ccncc2)nn1)N1CCN(c2ccccc2)CC1	0.5
CCCCC(=O)Nc1cc(NC(=O)CC)ccc1Cl	0.0
CC1=C(C(=O)Nc2ccccc2)C(c2cccs2)NC(=O)N1 (stereo not given)	-1.2
CN(C)S(=O)(=O)c1ccc(Cl)c(NC(=O)COC(=O)CNC(=O)c2ccco2)c1	1.2
COc1ccc(N=CC2CCCCC2=O)c([N+](=O)[O-])c1 (stereo not given)	-0.9
O=C(c1ccc(Cn2c(=S)[nH]c3ccccc3c2=O)cc1)N1CCN(c2ccccn2)CC1	-2.5
COc1ccc([N+](=O)[O-])cc1NC(=O)Cc1c(Cl)cccc1Cl	-1.4
O=C(C[n+]1cc(-c2ccc(Cl)cc2)n2c1CCCCC2)c1ccccc1	0.6
Cc1ccc(OS(=O)(=O)c2cn(C)c(=O)n(C)c2=O)cc1C	5.1
O=C(COC(=O)c1ccc(=O)n(Cc2ccccc2)n1)Nc1ccc2c(c1)OCCO2	4.5

The list continues.
SMILES	TTR transcr act
O=C(c1ccco1)N(Cc1ccccc1)c1cccc([N+](=O)[O-])c1	2.9
Nc1n[nH]c(N)c1N=Nc1ccc(Cl)cc1Cl	-2.2
Cc1cccc2sc(NNC(=O)c3cc(-c4cccs4)nc4ccccc34)nc12	0.4
C=CCN(C/C(=N\O)c1sc(C(=O)OCC)nc1C)c1cccc(Br)c1	3.6
N#Cc1c(Nc2ccccc2)c(/C=N/N=C/c2ccccc2)c[nH]c1=O	-1.5
CCOC(=O)c1nc(C)sc1-c1ccnn1S(=O)(=O)c1ccccc1C(F)(F)F	0.4
CCC(=O)NC(=S)Nc1ccc(NC(=O)c2ccc(Br)o2)cc1	-0.3
Cc1ccc(-c2cc(C#N)c(=O)n(Cc3c(Cl)cccc3Cl)c2)cc1	1.4
Nc1c(Cl)ncnc1NCCc1ccc(O)cc1	-2.1
CCS(=O)(=O)c1nc(S(=O)(=O)c2ccc(C)cc2)c(N2CCN(C)CC2)s1	-0.2
CSc1nnc(NC(=O)CCc2ccccc2)s1	1.2
CCOC(=O)CSc1ccc2nnc(CCNS(=O)(=O)c3ccccc3)n2n1	4.8
CC1CCC2(CC1)NC(=O)N(CC(=O)NC1CCCCC1C)C2=O (stereo not given)	0.7

5 of these compounds, reformatted:
SMILES,TTR transcr act
CSc1nnc(NC(=O)CCc2ccccc2)s1,1.2
Cc1cccc2sc(NNC(=O)c3cc(-c4cccs4)nc4ccccc34)nc12,0.4
C=CCN(C/C(=N\O)c1sc(C(=O)OCC)nc1C)c1cccc(Br)c1,3.6
Nc1c(Cl)ncnc1NCCc1ccc(O)cc1,-2.1
CCC(=O)NC(=S)Nc1ccc(NC(=O)c2ccc(Br)o2)cc1,-0.3
